B2AR arrestin = agonists driving beta-arrestin recruitment to human beta2-adrenergic receptor | 330,000 compounds, 0.02% hits | beta-arrestin recruitment to beta2AR, cell-based reporter | AID 492947 | Potency, µM (series often up to 46.1 µM), inactives show top-dose activation, hits mostly activators | P07550;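 also: potency is read from the fitted curve at half-maximal effect; 0% = DMSO controls and full agonism = EC100 isoproterenol or metaproterenol; nearly all actives have a fitted effect of over 65% in size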
TCR activator = T cell receptor activation; primary human leukocytes, anti-CD3, IL-2 HTRF, 48 h; Potency, µM (top dose mostly 9.22 µM), for inactives: top-dose activation of IL-2 secretion, usual class: activators; 330,000 tested, under 10 active; AID 504894; also: % of control where 0% means no effect
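Primary human leukocytes receive a-CD3 beads and test compound and are incubated 48 hr. Secreted IL-2 is then assayed by HTRF, measuring 665nm acceptor emission after 320nm excitation of the europium donor.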
MLL CXXC-DNA inh = blocks binding of human MLL CXXC domain to DNA; Q03164; MLL-CXXC / FITC-HOXA9 DNA fluorescence polarization; Potency, µM (top dose mostly 115 µM), without a hit: at the highest dose activity change, negative = inhibition, hits mostly inhibitors; 290,000 compounds, 0.037% hits; active = well fitted inhibition curve with a large enough effect in the polarisation, with a control signal flat, not every such curve was filed as active; inconclusive = small, poorly fitted or top-dose-only effect, or effect the other way, or a change in a side signal; inactive = no such curve, though single readings can be large or run the other way; the % refers to the polarisation; also: potency is read from the fitted curve at half-maximal effect
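Purified MLL-CXXC (added from a 7 uM solution) was preincubated 5 min at ambient with pinned compounds in 50 mM Tris-HCl pH 7.5, 50 mM NaCl, 1 mM DTT, 0.05% BSA. Fluorescein-labeled HOX-A9 DNA (50 nM solution) followed, 30 min, then polarization read.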
ELG1 DNA repair = ELG1-dependent DNA repair inhibition. HEK293T ELG1-luciferase reporter, luminescence, 16 h; DNA damage induced by 5-fluorouridine. Potency, µM (titrated, usually from 46.1 µM), for the others: top-dose activity change, negative = inhibition, actives largely listed as inhibitors. 330,000 compounds, 2.3% hits. AID 504467; also: potency is read from the fitted curve at half-maximal effect; % is scaled to controls: 0 for no effect and ±100 for the full control effect; nearly all actives have a fitted effect of over 55% in size
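Reporter activity after DNA damage by 5-fluorouridine is monitored. Compound-treated cells incubate 16 hr at 37 °C, then ONE-Glo is added for 30 min before luminescence reading.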
TRPV1 agonist = human TRPV1 agonism; activation, % at 8.33 µM; AID 540275; 320,000 compounds, 0.19% hits; TRPV1-expressing cells, Fluo-8 calcium influx, agonist mode; Q8NER1; in the data active = activation above about 80%; inconclusive = between about 30% and that limit; also: 0% is about no effect
Target sequence (Q8NER1 whole entry, looked up): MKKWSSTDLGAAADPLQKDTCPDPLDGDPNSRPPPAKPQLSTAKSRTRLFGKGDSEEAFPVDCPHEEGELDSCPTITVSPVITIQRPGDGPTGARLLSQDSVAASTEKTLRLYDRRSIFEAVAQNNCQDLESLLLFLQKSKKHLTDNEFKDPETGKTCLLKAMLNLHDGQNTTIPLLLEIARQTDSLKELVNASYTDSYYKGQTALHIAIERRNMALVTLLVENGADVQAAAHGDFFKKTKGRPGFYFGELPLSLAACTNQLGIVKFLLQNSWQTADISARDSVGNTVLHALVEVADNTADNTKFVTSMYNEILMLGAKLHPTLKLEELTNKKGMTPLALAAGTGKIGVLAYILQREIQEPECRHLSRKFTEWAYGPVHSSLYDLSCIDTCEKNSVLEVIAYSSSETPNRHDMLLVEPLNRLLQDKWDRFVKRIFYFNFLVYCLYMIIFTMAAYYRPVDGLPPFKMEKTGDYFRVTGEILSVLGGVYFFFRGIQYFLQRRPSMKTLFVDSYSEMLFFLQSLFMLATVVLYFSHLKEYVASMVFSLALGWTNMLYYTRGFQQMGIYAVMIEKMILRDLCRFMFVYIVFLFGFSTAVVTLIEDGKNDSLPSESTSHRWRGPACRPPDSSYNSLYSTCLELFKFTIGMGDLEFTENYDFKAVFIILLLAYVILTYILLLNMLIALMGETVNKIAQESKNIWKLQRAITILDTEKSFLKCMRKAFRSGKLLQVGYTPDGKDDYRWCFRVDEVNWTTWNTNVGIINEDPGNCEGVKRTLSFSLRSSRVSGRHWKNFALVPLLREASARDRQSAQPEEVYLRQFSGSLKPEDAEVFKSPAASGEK
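Fluo-8 calcium influx in TRPV1-expressing cells, kinetic read (ex 480/em 520 nm). Compound added and read 3 min for agonist activity, followed by capsaicin at EC20 final and 2 min further read for enhancement.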
Integrin act MD = activates integrin-mediated alleviation for muscular dystrophy; Potency, µM (doses to about 38.3 µM), inactives show at the top dose activation, most hits filed as activators; AID 624291; alpha7betagal myoblasts, beta-gal FDG fluorescence, 48 h; 350,000 compounds, 0.064% hits;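 also: potency is read from the fitted curve at half-maximal effect; 100% = response of the positive control SU9516; nearly all actives have a fitted effect of over 60% in size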
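Alpha7betagal+/- myoblasts (passage 13) were plated 16-24 hr, then exposed to compounds (1:260 dilution of DMSO stock) for 48 hours at 37C. After MPER lysis, β-galactosidase reporter activity was read as FDG fluorescence (ex 480/em 540) after 30 minutes.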
A-T KAP1 phos = potential ataxia-telangiectasia treatment | […] A-T fibroblasts, KAP-1 phosphorylation AlphaLISA; neocarzinostatin DNA damage 30 min before lysis | Potency, µM (doses to about 57.5 µM), for inactives: at the highest dose activation, usual class: activators | 320,000 compounds, 0.19% hits | AID 485349; also: potency is read from the fitted curve at half-maximal effect; % of control where 0% means no effect; nearly all actives have a fitted effect of over 45% in size
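ATM-like activity read as KAP-1 phosphorylation via AlphaLISA donor/acceptor antibody pairs after lysis and 6 hr at 25C. Cells were ATM-null patient fibroblasts ([…], hTERT), dosed 60 min, then exposed to the DSB inducer NCS for 30 min.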
TSG101-PTAP inh = blocks PTAP/TSG101 interaction to inhibit HIV-1 budding; 340,000 tested, under 10 active; AID 493005; Potency, µM (titrated, usually from 115 µM), for inactives: at the highest dose activity change, negative = inhibition, hits mostly inhibitors; Q99816; Fluorescence polarization, FITC-PTAP peptide / Tsg101 binding; active = well fitted inhibition curve with a large enough effect in the main read-out, with a control signal flat, not every such curve was filed as active; inconclusive = small, poorly fitted or top-dose-only effect, or effect the other way, or a change in a side signal; inactive = no such curve, though single readings can be large or run the other way; also: potency is read from the fitted curve at half-maximal effect; % of control where 0% means no effect
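Fluorescence anisotropy tracks displacement of a FITC-tagged PTAP peptide (50 nM) from the Tsg101 binding domain (10 uM), following a 20 min room-temperature incubation at pH 7.5.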
p53 reactivation = mutant p53 re-activation in reporter cells | H1299 p53-A138V BP100-luciferase reporter, luminescence, 24 h | Potency, µM (highest dose often 92.2 µM), for the others: top-dose activity change, positive = activation, actives largely listed as activators | 320,000 compounds, 0.063% hits; also: potency is read from the fitted curve at half-maximal effect; % of control where 0% means no effect; nearly all actives have a fitted effect of over 45% in size
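p53-null H1299 cells stably carrying temperature-sensitive p53-A138V and a BP100-luciferase reporter were pinned with compounds (4-point, 1:5 series) and held 24 hrs at 37 deg C. Luminescence was read 10 min after detection reagent.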
BRCA1 expr act = activators of BRCA1 expression. Potency, µM (doses to about 46.1 µM), for inactives: at the highest dose activation, hits mostly activators. 380,000 compounds, 1.1% hits. MCF7-BRCA1-FFLuc reporter, luminescence, 48 h; response scale: scaled: vehicle 0%, 10 µM genistein 100%; also: potency is read from the fitted curve at half-maximal effect; nearly all actives have a fitted effect of over 80% in size; some results filed as inactive show a strong effect at the top dose
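Luminescence from a BRCA1-driven firefly luciferase in MCF7 cells was the read-out, taken 15 min after substrate addition following 48 h compound exposure at 37 °C. Data were normalized to a 10 microM genistein control and DMSO vehicle.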
* marks the source's active call; other numbers are inactive results; ? = inconclusive; . = not tested or not shown; [ ] = dose if it differs, or a comment. Unless noted, calls follow the shape of the dose curve; as a rule, active = well fitted curve in the direction sought with a large enough effect; inconclusive = small, poorly fitted or top-dose-only effect, or another doubt; inactive = no such curve, though single readings can be large; an effect the other way counts as inactive or inconclusive.

| canonical_smiles | B2AR arrestin | TCR activator | MLL CXXC-DNA inh | ELG1 DNA repair | TRPV1 agonist | Integrin act MD | A-T KAP1 phos | TSG101-PTAP inh | p53 reactivation | BRCA1 expr act |
| --- | --- | --- | --- | --- | --- | --- | --- | --- | --- | --- |
| O=S(=O)(Nc1cccc(CO)c1)c1cccs1 | 0.0% | 3% | -7% | 2% | 5 | -13% | -3% | 0% | 3% | 1% |
| O=C(O)c1cc(-c2ccc(O)cc2)nc2ccccc12 | -0.1% | . | -4% | 3% | -3 | . | 2% | . | 0% | . |
| COc1ccccc1NC(=O)Cc1noc(CSc2nnc(N)s2)n1 | -0.2% | -13% | -16% | -19% | -6 | 11% | -3% | 0% | -1% | -9% |
| CCOc1ccc(C2NC(=O)Cc3cc(OC)c(OC)cc32)cc1 (centres undefined) | -0.6% | -9% | -25% | 29% | 1 | 4% | -9% | -12% | 1% | -7% |
| O=C(CSc1n[nH]c(-c2ccccc2)n1)NCc1cccc(C(=O)O)c1 | -0.5% | 9% | 2% | 10% | -1 | 5% | 10% | 4% | -1% | 9% |
| Cc1ccnc(NC(=O)CNC(=O)c2ccc(Br)o2)c1 | 0.4% | -24% | . | ? | 1 | -13% | -7% | -7% | 15% | -9% |
| CNc1c([N+](=O)[O-])cnn1-c1ccc(C)cc1 | 0.2% | 0% | -16% | 7% | 0 | 15% | 0% | -6% | -2% | -7% |
| Cn1c(=O)c2c(O)c(Cc3ccccc3)c(=O)n(C)c2n(C)c1=O | 0.3% | -7% | 14% | 16% | 2 | 2% | -11% | -2% | 8% | 0% |
| O=c1c(O)c(-c2ccc(O)cc2O)oc2cc(O)cc(O)c12 | -0.7% | . | ? | 3% | 0 | . | 4% | . | 8% | 9% |
| CC(NC(=O)c1cc(-c2ccccc2)nc2ccccc12)C1CCCO1 (centres undefined) | 0.0% | . | 1% | -21% | 9 | . | 0% | . | 7% | . |
| CCOc1ccc2nc(NC3=NC(c4ccc(OC)cc4)CC(=O)N3)nc(C)c2c1 (centres undefined) | ? | 5% | 139%[activator] | ? | 29 | -54%[inhibitor] | -7% | 14% | -12% | -34% |
| CCCCCN=C(C)c1c(O)c2ccccc2oc1=O | -0.1% | 8% | -5% | ? | 4 | -24% | 9% | -1% | ? | 11µM* |
| COc1ccc(CNC(=O)C/C(C)=N/NC(=O)COc2ccc(C)cc2Br)cc1 | -1.1% | 3% | 8% | 13% | 1 | -16% | -6% | -2% | 7% | -80%[inhibitor] |
| Cn1c(=O)c2ncn(CC(=O)Nc3cc(C(F)(F)F)ccc3N3CCOCC3)c2n(C)c1=O | -0.2% | -2% | -10% | 7% | 1 | 27% | -1% | -5% | -5% | -2% |
| CCOC(=O)Cc1c(C)c2c(O)cc(O)cc2oc1=O | -0.1% | . | -1% | -17% | -13 | 13%[7.66 µM] | 2% | -17% | 3% | -15% |
| CCCc1nc(SCC(=O)N2CCN(c3ccccc3)CC2)c2c(=O)n(C)c(=O)n(C)c2n1 | -0.1% | -5%[46.1 µM] | 4% | ? | 0 | 2% | -2% | -1% | 16% | 4% |
| Cn1c(=O)[nH]c(=O)c2c1nc(Br)n2CC(O)c1ccccc1 (centres undefined) | -1.2% | 1% | -13% | 0% | -2 | 11% | 20% | -1% | -1% | -3% |
| COC(=O)c1cc(OC)c(OC)cc1NC(=O)Cc1cccs1 | 0.5% | 2% | ? | -1% | -10 | 8% | 3% | -1% | -1% | -1% |
| CCOC(=O)C1=C(COC(=O)CC(C)c2ccccc2)NC(=O)NC1C (centres undefined) | -0.3% | . | . | 5% | 9 | -24% | -1% | -3% | -9% | -6% |
| Cc1sc2ncnc(N3CCC(C(=O)Nc4cc(Cl)ccc4Cl)CC3)c2c1C | 0.0% | 1% | . | ? | -3 | -4% | 5% | -1% | -3% | -27% |
| CCN1CCN(C(=O)c2ccc(OC3CCN(CCc4ccccc4)CC3)cc2)[C@@H](C)C1=O | -1.0% | 3% | 0% | 4% | -3 | 8% | 4% | 0% | 18% | 2% |
| COc1cc(CN2CCN(CCc3ccccc3)C(CCO)C2)cc(OC)c1 (centres undefined) | -0.8% | -10% | 1% | 9% | 6 | -2% | -1% | -5% | 5% | -9% |
| Cc1onc(-c2ccccc2)c1C(=O)OCC(=O)Nc1cccc(Cl)c1 | 0.1% | 8% | . | 13µM* | 4 | 28% | 1% | -2% | 9% | -20% |
| O=C(Nc1cc(Cl)ccc1O)c1cc2n(n1)C(C(F)(F)F)CC(c1ccc3c(c1)OCO3)N2 (centres undefined) | -0.2% | -4% | ? | ? | -1 | -21% | 1% | -13% | -11% | -63% |
| Cc1ccc(CNC(=O)C(C)C2Sc3ccccc3NC2=O)cc1 (centres undefined) | -0.6% | -6% | -10% | -1% | 12 | -7% | 0% | 5% | 0% | 5% |
| CC1(C)C2CCC1(CS(=O)(=O)Nc1ccccc1)C(=O)C2 (centres undefined) | 0.0% | 2% | -4% | -1% | 0 | 0% | -2% | -5% | 7% | 39% |
| C=C1c2cc(OC)ccc2NC(=O)N1CC | -0.6% | 1% | -24% | 15% | -2 | 0% | -1% | -2% | 0% | -19% |
| NS(=O)(=O)c1ccc(NC(=O)CSc2n[nH]c(=O)n2C2CC2)cc1 | -0.2% | -2% | . | -6% | 2 | -6% | -2% | -1% | 9% | 0% |
| Cc1c(NC(C)c2cc(Cl)ccc2O)c(=O)n(-c2ccccc2)n1C (centres undefined) | -0.2% | 10% | 60%[activator] | -5% | 15 | 1% | 7% | -1% | 8% | 15% |
| O=C(NCc1ccccc1)C1CC2CCCC(C1)C2=O (centres undefined) | -0.1% | -3% | 4% | -6% | 1 | 16%[7.66 µM] | -2% | -1% | 0% | -1% |

Reprinted from the part before: two compounds, followed by the next part.
| canonical_smiles | B2AR arrestin | TCR activator | MLL CXXC-DNA inh | ELG1 DNA repair | TRPV1 agonist | Integrin act MD | A-T KAP1 phos | TSG101-PTAP inh | p53 reactivation | BRCA1 expr act |
| --- | --- | --- | --- | --- | --- | --- | --- | --- | --- | --- |
| Cc1c(NC(C)c2cc(Cl)ccc2O)c(=O)n(-c2ccccc2)n1C (centres undefined) | -0.2% | 10% | 60%[activator] | -5% | 15 | 1% | 7% | -1% | 8% | 15% |
| O=C(NCc1ccccc1)C1CC2CCCC(C1)C2=O (centres undefined) | -0.1% | -3% | 4% | -6% | 1 | 16%[7.66 µM] | -2% | -1% | 0% | -1% |
| O=C1c2ccccc2C(Nc2ccc3c(c2)OCCO3)N1Cc1ccco1 (centres undefined) | ? | 1%[46.1 µM] | 4% | ? | -5 | 0% | -1% | -3% | ? | 2% |
| CCOC(=O)CN(C(=O)CSc1nnc(COc2ccc(OC)cc2)n1C)c1ccccc1 | 0.0% | 3% | -6% | 1% | 2 | ? | 0% | 2% | 15% | 2% |
| COc1cccc(N(C(=O)c2snc(C(N)=O)c2N)C(C(=O)NCC2CCCO2)c2ccc3ncccc3c2)c1 (centres undefined) | -0.6% | 2% | 11% | -5% | -2 | 4% | 10% | -1% | -6% | -30% |
| COc1ccc(C(C(=O)NC2CCCC2)N(CCO)C(=O)Cn2nnc(-c3ccc(C)o3)n2)cc1OC (centres undefined) | -0.3% | 6% | 0% | 2% | 0 | 38% | 5% | -11% | -1% | -6% |
| COc1ccc(-c2cc(C(=O)n3cnc4ccccc43)c3ccccc3n2)cc1 | 0.1% | -4% | ? | 22% | -1 | -1% | 5% | -2% | ? | 49% |
| O=C(NCC(c1cccs1)N1CCc2ccccc21)c1ccccc1 (centres undefined) | 0.1% | -3% | . | ? | ? | -25% | 11% | -4% | -4% | -54% |
| CCCn1nnnc1NCc1ccc(OC)cc1OC | 0.4% | 5% | 1% | 4% | 8 | 14% | 0% | -3% | -8% | 20% |
| COc1ccc(S(=O)(=O)N2CCN(c3ccccc3)CC2)cc1C(=O)N1CCCC1 | -1.4% | 2% | -3% | -11% | -1 | -4% | 3% | . | -10% | -19% |
| CCCNC(=S)N1CCN(Cc2ccc3c(c2)OCO3)CC1 | -0.5% | -4% | 8% | -6% | 5 | 23% | -1% | -4% | 2% | 36% |
| N[C@@H](Cc1ccccc1)C(=O)N1CCC(C(=O)NCC(=O)Nc2ccc(F)cc2)CC1 | 0.4% | 1% | 21% | 7% | 1 | 4% | -2% | -5% | 8% | 5% |
| CCOC(=O)c1cc2sccc2n1CC(=O)C(C)(C)C | -0.1% | 4% | -10% | 22% | 14 | -9% | 4% | -5% | 2% | -22% |
| O=C1N(Cc2ccccc2)c2ccc(Cl)cc2C12OCCO2 | 0.3% | 2% | 3% | -12% | 7 | -3% | 9% | -3% | 17% | -4% |
| O=C(O)CCn1c(=O)n(CCC(=O)O)c(=O)n(CCC(=O)O)c1=O | 0.1% | 3% | -4% | 2% | 0 | -9% | 3%[11.5 µM] | -2% | -1% | 1% |
| O=c1[nH]c(SCc2cccc(F)c2)nc2c1CCCC2 | -1.8% | -3% | 5% | 10% | 13 | -1% | 10% | -4% | -1% | -10% |
